Assay outcomes (PubChem)
dFosB activator – mouse delta FosB homodimer activation | activation, % at 25 µM | AID 493131 | hit rate 0.99% among 340,000 | P13346 | purified delta FosB, TAMRA-CDK5 oligo fluorescence polarization; percent of positive-control signal above neutral wells;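 active = mean activation above about 17%, with every replicate also reaching it, limit read from the data, passing the limit was not always enough; inconclusive = only one of the two conditions met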;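 also: fluorescence polarization rise as delta FosB binds a TAMRA Cdk5 AP-1 oligo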
PvdQ acylase – blocks Pseudomonas aeruginosa PvdQ acylase activity | purified PvdQ acylase, fluorescence plate reader | inhibition, % at 10 µM | hit rate 0.063% among 340,000; in the data active = inhibition above about 30%, passing the limit was not always enough; inconclusive = no clear call, values can overlap the other calls;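 also: 0% = vehicle neutral wells and 100% = reference inhibitor wells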
Rtt109 Vps75 – inhibitors of Candida albicans Rtt109/Vps75 histone acetyltransferase. inhibition, % at 34.9 µM. purified Rtt109/Vps75, ThioGlo CoA-SH fluorescence, 4 h. hit rate 0.16% among 330,000. AID 540336;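 active = inhibition of at least 50% in every replicate; inconclusive = best replicate reaches 50% inhibition but some replicates fall short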
Target sequence (Q5AAJ8 whole entry, looked up): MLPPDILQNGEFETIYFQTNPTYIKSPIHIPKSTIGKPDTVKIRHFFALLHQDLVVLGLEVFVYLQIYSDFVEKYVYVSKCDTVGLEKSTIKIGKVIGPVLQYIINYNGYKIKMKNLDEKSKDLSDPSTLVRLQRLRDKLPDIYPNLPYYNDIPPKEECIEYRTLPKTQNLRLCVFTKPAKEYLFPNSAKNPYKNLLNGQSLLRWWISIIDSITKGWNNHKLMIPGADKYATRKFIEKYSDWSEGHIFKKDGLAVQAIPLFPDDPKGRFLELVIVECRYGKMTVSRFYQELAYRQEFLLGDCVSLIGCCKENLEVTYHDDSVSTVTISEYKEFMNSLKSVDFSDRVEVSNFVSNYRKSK
SR-BI HDL uptake – inhibitors of mouse SR-BI mediated HDL lipid uptake. Q61009. ldlA[mSR-BI] CHO cells, DiI-HDL uptake fluorescence, 3 h. inhibition, % at 12.5 µM. hit rate 0.96% among 320,000. AID 488896;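 active = mean replicate inhibition of at least 70% and a set share of replicates each scoring 70 or more; inconclusive = meets just one of the two criteria; inactive = fails both criteria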;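 also: 0% = median of neutral control wells and 100% = median of positive control wells; values of inactives mirror those of a sister screen read the other way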
HTR5A ag ctr – counter-screen for OPRM1-OPRD1 agonists: human HTR5A agonism. P47898. HTR5A agonist assay, luminescence, cell-based. activation, % at 9.3 µM. hit rate 0.61% among 340,000. AID 504692; in the data active = activation mostly above about 9.5%, no sharp cut-off; inactive = mostly below about 7.6%;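 also: 0% = cells with vehicle only and 100% = reference agonist; strong numbers were not always called active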
Wnt act – activators of Wnt/beta-catenin signaling; Wnt/beta-catenin reporter cell assay, activator, plate reader; activation, % at 9.35 µM; hit rate 1.2% among 300,000; AID 743398; in the data active = activation above about 30%, passing the limit was not always enough; inconclusive = no clear call, values can overlap the other calls;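 also: 0% = neutral control wells and 100% = positive control wells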
CDK5 inh – inhibitors of human CDK5/p35 kinase | Q00535+Q15078 | AID 488839 | inhibition, % at 10 µM | hit rate 0.01% among 330,000 | Recombinant CDK5/p35, ADP-Glo luminescence, 60 min;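 active = highest replicate inhibition of at least 50% and at least 75% of replicates reaching 50%; inconclusive = only one of the two criteria met; inactive = both criteria failed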;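 also: plate controls were DMSO neutral control for no effect and GW8510 at 10 µM for full effect; many of its hits are not listed in these tables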
Target sequence (Q00535 whole entry, looked up): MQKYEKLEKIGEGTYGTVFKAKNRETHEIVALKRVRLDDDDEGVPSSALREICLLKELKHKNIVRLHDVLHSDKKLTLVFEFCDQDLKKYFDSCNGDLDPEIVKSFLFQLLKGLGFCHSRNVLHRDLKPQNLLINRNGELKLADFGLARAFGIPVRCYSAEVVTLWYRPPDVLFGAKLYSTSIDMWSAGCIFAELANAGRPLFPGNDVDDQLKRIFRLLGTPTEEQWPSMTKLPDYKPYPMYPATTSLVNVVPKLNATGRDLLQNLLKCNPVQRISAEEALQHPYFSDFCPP
Target sequence (Q15078 whole entry, looked up): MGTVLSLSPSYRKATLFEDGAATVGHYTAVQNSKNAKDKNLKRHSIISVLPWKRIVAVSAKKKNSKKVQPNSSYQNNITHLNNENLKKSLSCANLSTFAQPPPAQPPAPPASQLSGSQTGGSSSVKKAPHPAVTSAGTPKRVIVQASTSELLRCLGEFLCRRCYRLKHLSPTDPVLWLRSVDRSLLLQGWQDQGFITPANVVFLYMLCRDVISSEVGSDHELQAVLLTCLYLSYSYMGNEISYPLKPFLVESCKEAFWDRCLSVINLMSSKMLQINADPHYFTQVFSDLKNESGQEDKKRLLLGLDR
SR-BI DiI-HDL act – SR-BI HDL lipid transfer activation. activation, % at 12.5 µM. CHO ldlA[mSR-BI] cells, DiI-HDL uptake fluorescence, 3 h; 100 = double the neutral-control signal. hit rate 0.096% among 320,000;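 active = mean replicate activation of at least 60% and every replicate at or above 60%; inconclusive = mean or all-replicate condition met, but not both; inactive = mean below 60% and not all replicates reaching 60%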;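 also: 0% = median plate neutral-control signal and 100% = twice that signal; values of inactives mirror those of a sister screen read the other way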
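System: CHO ldlA[mSR-BI] cells / Medium: HEPES-buffered (25 mM, pH 7.4) F12 plus 0.5% BSA / Probe or stimulus: labelled HDL, 10 µg/mL / Doses: single compound concentration, delivered by pin transfer / Schedule: 3 h, 37 °C / Measured by: DiI fluorescence, bottom read / Measure: cell-associated DiI fluorescence as measure of HDL uptake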
MITF TRPM1 HTS – MITF TRPM1 promoter activation in melanoma cells; SK-MEL-5 TRPM1-promoter luciferase, 24 h; % of positive control, neutral wells = 0; activation, % at 12.5 µM; hit rate 0.75% among 300,000; AID 588334;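 active = mean activation of at least 80% with every replicate also reaching 80%; inconclusive = mean reaches 80% but some replicate falls short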;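 also: 0% = neutral control wells and 100% = parthenolide positive control wells; values of inactives mirror those of a sister screen read the other way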
cardiac RTF act – cardiac RTF calcium sensitization. P19429+P45379. hit rate 0.24% among 340,000. AID 493008. activation, % at 7.2 µM. IANBD-labeled TnC RTF fluorescence at EC20 calcium; 0% EC20 calcium, 100% full calcium;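 active = activation above the mean over all tested compounds plus 3 SD, cut at about 30% in these data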;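 also: rise in fluorescence read as greater calcium sensitivity of cardiac thin filaments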
Active calls of the source: *; ? = inconclusive; · = no result given. Rows are unselected (roughly 4.4% active in at least one column).

SMILES | dFosB activator | PvdQ acylase | Rtt109 Vps75 | SR-BI HDL uptake | HTR5A ag ctr | Wnt act | CDK5 inh | SR-BI DiI-HDL act | MITF TRPM1 HTS | cardiac RTF act
COc1ccc(N(C)S(=O)(=O)c2ccc3c(c2)CCN3C(=O)C2CC2)c(OC)c1 | -11 | -11 | 3 | 5 | 2 | -1 | -1.5 | -5 | 1 | 7
CC1CN(c2ccc([N+](=O)[O-])cc2C(=O)N2CCOCC2)CC(C)N1 (configuration not stated) | -2 | -4 | 8 | -42 | 0 | -3 | 1.5 | 42 | 12 | 5
Cc1ccnc(NS(=O)(=O)c2ccc(NC(=O)c3ccc(C)o3)cc2)n1 | -3 | -4 | -7 | -8 | 3 | 0 | -0.1 | 8 | -6 | 8
Cc1nn(C)cc1C1Nc2ccccc2C(=O)N1O (configuration not stated) | -12 | -11 | 14 | -11 | 2 | 18 | 1.9 | 11 | 14 | 3
CC(=O)N1CCc2c(sc(NC(=O)C3CCCN3S(=O)(=O)c3cccs3)c2C#N)C1 (configuration not stated) | -5 | -3 | 12 | -4 | 1 | 1 | -0.7 | 4 | 1 | 2
CC(=O)n1c2ccccc2c2ccccc21 | -19 | 1 | -3 | -10 | 2 | -18 | 1.2 | 10 | 2 | 3
CCC(=O)c1ccc(OCCN2CCOCC2)cc1 | 4 | 7 | · | -12 | -2 | · | -0.3 | 12 | · | -3
O=C(Cc1cccs1)N1CCC(c2nc3c(nnn3Cc3ccccc3Cl)c(=O)[nH]2)CC1 | -15 | 11 | 26 | -7 | 0 | · | 0.0 | 7 | -16 | 4
CCC(c1nnc(SCC(=O)Nc2cc(S(C)(=O)=O)ccc2Cl)n1Cc1ccccc1)N(C)C (configuration not stated) | -1 | -7 | 5 | -5 | 1 | 0 | -5.9 | 5 | -2 | -2
Cc1ccc(Nc2nc(=O)c3cccnc3s2)cc1 | -17 | 0 | 0 | 7 | -1 | · | -1.6 | -7 | 30 | 4
O=C(CCc1nnc2ccc(NCc3ccco3)nn12)Nc1ccc(F)cc1 | -7 | -16 | -7 | 2 | -2 | 1 | 0.4 | -2 | -7 | -4
COc1ccccc1NC(=O)COC(=O)c1ccc(N2CCCC2=O)cc1 | -1 | -12 | -14 | -5 | -2 | -4 | -0.1 | 5 | 11 | 1
CN1CCC(=O)N([C@H](CO)c2ccccc2)CC1 | 4 | -9 | -9 | -34 | -7 | -3 | -1.4 | 34 | 6 | -2
Cc1cnc(NC(=O)COc2ccccc2)s1 | -5 | 8 | 14 | -11 | 3 | 58* | 0.7 | 11 | · | -15
Cc1cccc(NC(=O)CN2CCN(CC(=O)NCc3ccc(Cl)cc3Cl)CC2)c1C | 0 | -11 | 4 | -30 | 4 | -2 | -1.5 | 30 | · | 5
COC(=O)COc1ccc(NC(=O)Cn2nc(-c3ccccc3)c3ccccc3c2=O)cc1 | 4 | 3 | 6 | · | 8 | -3 | -0.5 | · | -7 | 5
CC(=O)c1ccc(N2CCN(C(=O)c3ccc4c(=O)n(-c5ccccc5)c(=O)[nH]c4c3)CC2)cc1 | -3 | -5 | -1 | 3 | 1 | -6 | 0.2 | -3 | 6 | -6
COc1cccc2c1-c1c(O)cccc1C2=O | 13 | -9 | 9 | -11 | 5 | -1 | 1.4 | 11 | -5 | -1
CCC(C)Sc1cc(-c2nc3ccc(C)cn3c2NCc2ccccc2)ccc1OC (configuration not stated) | -9 | -26 | -1 | 62 | 16* | -2 | -0.7 | -62 | -50 | -4
COC(=O)c1ccccc1NC(=O)C1CCCO1 (configuration not stated) | -1 | -11 | 3 | 6 | -5 | · | 0.8 | -6 | 0 | 4
Cc1cc(C)c2cc(C#N)c(NCCNC(=S)NCCCN3CCOCC3)nc2c1 | -7 | 1 | -3 | 1 | 0 | -3 | -0.1 | -1 | -9 | 3
Fc1ccc(CNCc2ccccc2C(F)(F)F)cc1 | -1 | 6 | -5 | -14 | 5 | -1 | 0.3 | 14 | -11 | -5
NC1=NN=C(c2ccc3c(c2)OCCO3)CS1 | -3 | -2 | -4 | -13 | -3 | 7 | 1.4 | 13 | -6 | -3
O=C(c1ccccc1)N1CCN(CC2CC=CCC2)CC1 (configuration not stated) | 3 | -13 | -5 | -13 | 0 | -4 | 0.4 | 13 | · | 4
CC1(C)CC(=O)C=C(c2ccc(-c3ccccc3)cc2)C1 | -4 | -11 | -6 | 36 | 10 | 27 | -0.4 | -36 | 142* | -1
O=C(Cc1cccs1)NNC(=O)c1ccccc1Cl | -11 | 13 | 4 | -12 | 1 | 7 | -0.5 | 12 | 11 | 0
COc1ccc(C(=O)N2CCC(C(=O)Nc3ccccc3C)CC2)cc1OC | -3 | -5 | -3 | -10 | 2 | -2 | -2.7 | 10 | -5 | 13
COc1cccc(N2C(=O)/C(=C\c3cccs3)NC2=S)c1 | 3 | -9 | 4 | · | -1 | 12 | 0.3 | · | 15 | 2
COc1ccc(Br)cc1CN(C)CC(O)COc1ccc(Br)cc1 (configuration not stated) | -15 | -14 | 1 | -12 | 0 | -1 | 1.6 | 12 | 1 | 1
C=C(C)C(=O)Nc1ccc2c(c1)OCCOCCOCCO2 | -9 | -9 | -2 | 2 | -2 | 8 | -0.9 | -2 | · | 3
O=C(CCCN1C(=O)C(c2ccccc2)Oc2cccnc21)NCc1ccc(F)cc1 (configuration not stated) | 4 | -7 | -2 | 17 | 1 | -3 | -0.8 | -17 | -3 | -1
O=C(/C=C/c1ccccc1)Oc1ccccc1C(=S)N1CCOCC1 | -12 | -2 | 0 | 31 | 7 | 6 | -0.6 | -31 | -13 | -2
COc1ccc(-n2nc(C(=O)NCC(=O)N3CCCCC3)c3ccccc3c2=O)cc1 | 4 | -11 | -20 | · | 0 | 5 | -0.2 | · | 47 | 0
c1ccc(-c2cn3c(n2)SCC3)cc1 | -4 | -9 | 2 | 0 | 10 | -1 | 0.2 | 0 | 51 | 8
C#CCN(Cc1ccco1)C(=O)c1ccc(OC2CCN(Cc3ccccn3)CC2)cc1 | -9 | -16 | 8 | 24 | -3 | -2 | -0.3 | -24 | 9 | -5
Cc1sc(NC(=O)C2CSC3(C)CCC(=O)N23)nc1-c1ccc(F)cc1 (configuration not stated) | -4 | 8 | 19 | 50 | -1 | -2 | -0.2 | -50 | -21 | -3
O=C(CSc1nnc(CNC(=O)c2ccc(F)cc2)o1)NCc1ccccc1Cl | 3 | -13 | -3 | -9 | 6 | -1 | 0.2 | 9 | 4 | -4
CCc1nnc(NC(=O)c2cccc(S(=O)(=O)N3CCc4ccccc43)c2)s1 | 34* | -7 | -7 | -12 | 3 | · | -1.7 | 12 | 7 | 5
CCn1c(CNC(=O)c2ccc3c(c2)OCO3)nnc1SCC(=O)Nc1ccccc1F | -2 | -9 | 4 | · | 2 | 0 | 0.9 | · | -3 | -5
CCS(=O)(=O)c1nc(S(=O)(=O)c2ccc(Cl)cc2)c(N2CCC(O)CC2)s1 | -4 | 11 | 10 | 8 | 1 | -1 | -0.4 | -8 | -22 | -1
Cc1ccc(C(=O)C[n+]2cc(-c3ccc(C)cc3)n3c2CCCCC3)cc1 | -4 | -6 | ? | -6 | -2 | · | -0.9 | 6 | -77 | -2
O=C(NCCc1cccc(Cl)c1)C1CCC(=O)N(Cc2ccc(Cl)cc2)C1 (configuration not stated) | -5 | -13 | 1 | -7 | -3 | -1 | -4.5 | 7 | 1 | -2
COc1cccc(OC)c1NC(=O)c1nc2c(nnn2Cc2ccccc2Cl)c(=O)[nH]1 | -4 | -13 | 3 | 1 | -6 | 0 | -1.2 | -1 | -8 | 1
O=C(COC(=O)c1cncc(Br)c1)NCc1ccccc1Cl | 8 | -23 | -4 | 6 | 5 | -1 | -4.6 | -6 | 2 | 9
CCOc1cc(-c2nc(-c3ccc(C)nc3OC)no2)cc(OCC)c1OCC | -10 | -12 | -4 | 61 | 5 | -3 | -1.0 | -61 | -2 | -1
CC1CC(=O)C2=C(C1)OC(N)=C(C#N)C2c1coc2ccccc2c1=O (configuration not stated) | -1 | -5 | · | -5 | 0 | · | -0.9 | 5 | · | 3
O=C(Nc1ccc(N2CCOCC2)cc1)c1cn2ccccc2n1 | -3 | 14 | -5 | -24 | 5 | 2 | 7.4 | 24 | -21 | -5
CCOC(=O)COc1ccc(S(=O)(=O)NCc2ccncc2)cc1 | 1 | -9 | 0 | 6 | 3 | · | -0.2 | -6 | -4 | -1
O=C(CSc1ccc(Br)cc1)NCC1CCCO1 (configuration not stated) | -2 | -5 | 0 | -18 | 4 | 3 | 0.7 | 18 | 7 | 2
FC(F)(F)c1ccccc1NC(=S)N1CCN(c2ccccn2)CC1 | -2 | -15 | -3 | -8 | 2 | 9 | -2.9 | 8 | -27 | 2
COc1ccccc1Nc1ccc(NC(=O)c2cccc([N+](=O)[O-])c2C)cc1 | -6 | -5 | 5 | 84* | 5 | 3 | 0.5 | -84 | 2 | -4
CS/C(=C\[N+](=O)[O-])Nc1ccc(OC(F)(F)F)cc1 | 3 | -15 | 5 | -27 | 0 | 1 | 1.8 | 27 | 8 | 2
Cc1noc(C)c1COc1cccc(C(=O)Nc2ccc(OCc3ccccc3)cc2)c1 | -5 | -10 | -13 | · | 5 | · | -1.9 | · | 4 | -8
COc1ccc(NC(C)=O)cc1NC(=O)c1cccc(S(=O)(=O)N2CCN(Cc3ccccc3)CC2)c1 | -4 | 2 | 1 | 15 | 2 | -2 | 1.2 | -15 | 14 | 0
CCOC(=O)N1CCN(C(=O)CCc2ccccc2)CC1 | -4 | -6 | -1 | -6 | 4 | -1 | 0.7 | 6 | · | 2
CC(C)C1N(C(=O)CN2CCCCC2)CCN1S(=O)(=O)c1ccccc1 (configuration not stated) | 5 | -19 | -2 | -14 | -3 | -1 | -0.2 | 14 | 11 | 3
CCOC(=O)c1cc([N+](=O)[O-])cc([N+](=O)[O-])c1Sc1ncnc2nc[nH]c12 | -8 | -2 | 3 | -5 | -3 | -1 | 2.5 | 5 | · | -6
COc1cc(/C=N/NC(=O)c2cccc3ccccc23)ccc1OCC(N)=O | 2 | 2 | -13 | 20 | 0 | 0 | 1.0 | -20 | 2 | 1
COc1cccc(-n2nnc3c(=O)n(CC(=O)NCC4CCCO4)cnc32)c1 (configuration not stated) | -1 | -9 | -5 | -15 | 6 | 16 | 0.7 | 15 | · | -3
O=C(Nc1ccc(O)cc1)c1cc2n(n1)C(C(F)(F)F)CC(c1ccco1)N2 (configuration not stated) | -3 | -4 | 1 | 24 | -2 | · | -1.1 | -24 | -13 | 5
